EBI2 antag: EBI2 (human) antagonism | P32249 | EBI2 beta-arrestin recruitment, luminescence, 7a,25-OHC stimulated | inhibition, % at 5 µM | 0.81% of 360,000 active | AID 651636; in the data active = inhibition above about 38%;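 note: enzyme fragment complementation signal reports receptor beta-arrestin coupling in cells; 0% = agonist plus DMSO wells and 100% = wells without agonist; some results beyond the cut were filed as inactive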
Target sequence (P32249 whole entry, looked up, the tested form may be a part): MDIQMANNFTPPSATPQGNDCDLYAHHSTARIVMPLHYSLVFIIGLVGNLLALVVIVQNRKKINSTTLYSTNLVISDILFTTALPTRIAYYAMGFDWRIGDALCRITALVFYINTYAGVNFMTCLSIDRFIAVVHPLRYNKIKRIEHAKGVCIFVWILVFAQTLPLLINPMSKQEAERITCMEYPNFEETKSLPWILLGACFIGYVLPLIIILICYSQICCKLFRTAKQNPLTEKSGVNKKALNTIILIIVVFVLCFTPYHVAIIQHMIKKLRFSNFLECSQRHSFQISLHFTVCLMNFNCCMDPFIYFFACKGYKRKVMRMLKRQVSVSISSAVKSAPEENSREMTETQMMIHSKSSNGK
APJ agonist: agonists of human APJ apelin receptor; AID 2520; P35414; CHO-K1 APJ PathHunter beta-arrestin, luminescence; 0% DMSO wells, 100% apelin; 0.11% of 330,000 active; activation, % at 20 µM;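 active = activation more than six SD over the plate average, tested at 20 µM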;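 note: 0% = DMSO alone and 100% = apelin-13 at 10 nM; some results filed as inactive read as strong as hits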
Target sequence (P35414 whole entry, looked up): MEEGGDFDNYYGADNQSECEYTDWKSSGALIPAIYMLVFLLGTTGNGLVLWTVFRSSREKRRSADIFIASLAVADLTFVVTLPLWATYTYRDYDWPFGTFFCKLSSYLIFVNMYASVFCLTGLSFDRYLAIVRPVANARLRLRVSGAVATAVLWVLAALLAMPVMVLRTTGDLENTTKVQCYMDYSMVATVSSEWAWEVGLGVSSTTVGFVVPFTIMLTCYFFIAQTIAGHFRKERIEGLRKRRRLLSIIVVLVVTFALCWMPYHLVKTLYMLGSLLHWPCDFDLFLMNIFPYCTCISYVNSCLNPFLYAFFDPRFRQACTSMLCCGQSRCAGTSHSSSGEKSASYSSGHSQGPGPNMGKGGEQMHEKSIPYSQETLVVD
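Test system: CHO-K1 APJ beta-arrestin complementation cell line | Compound: Single test compound dose, 20 µM final, 1% DMSO | Incubation: Compound 90 min 25 °C, reagent 1 h | Measured by: beta-gal luminescence | Read-out basis: APJ–arrestin association signal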
APJ antag: APJ receptor antagonism; AID 2521; inhibition, % at 20 µM; P35414; CHO-K1 APJ beta-arrestin complementation, luminescence; 0.32% of 330,000 active;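 active = inhibition above about 40% at 20 µM, limit read from the data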;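 note: cells challenged with 10 nM apelin-13 agonist together with compound; plate controls were apelin-13 plus DMSO wells for no effect and DMSO wells lacking apelin-13 for full effect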
ATG4B inhibitor: blocks human ATG4B protease cleavage of LC3 substrate; Q9Y4P1; inhibition, % at 8.33 µM; ATG4B cleavage of LC3-PLA2, NBD-HPC fluorescence, 1 h; 0.51% of 340,000 active; in the data active = inhibition above about 40%
UBC13 polyUb: human UBC13 polyubiquitination inhibition | P61088 | UBC13 polyubiquitin chain formation, TR-FRET | inhibition, % at 20 µM | 0.47% of 330,000 active | AID 485273; in the data active = inhibition above about 45%, passing the limit was not always enough
CCR6 antag: CCR6 (human) receptor antagonism. CHO-K1 CCR6 PathHunter beta-arrestin, luminescence, CCL20-stimulated. P51684. 0.49% of 340,000 active. inhibition, % at 20 µM;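 active = compounds whose inhibition of the agonist-driven luminescence signal at 20 µM reaches about 50%, limit read from the data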;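 note: cells stimulated with CCL20 at 14 nM final; plate controls were DMSO with CCL20 for no effect and DMSO without agonist for full effect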
Gli-Sufu block: blocks Gli-Sufu signaling in a luciferase reporter | Sufu-KO-LIGHT fibroblasts, Gli luciferase reporter luminescence | inhibition, % at 5 µM | 0.74% of 340,000 active | AID 588413;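 active = inhibition above about 55%, limit read from the data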;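 note: 0% = DMSO-treated cells and 100% = wells with medium but no cells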
CXCR6 block: blocks human CXCR6 beta-arrestin recruitment | inhibition, % at 20 µM | CHO-K1 PathHunter CXCR6 beta-arrestin, luminescence | 0.36% of 360,000 active | O00574; in the data active = inhibition above about 34%, passing the limit was not always enough;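 note: antagonist mode with CXCL16 agonist at 10 nM final; 0% = 10 nM CXCL16 with DMSO and 100% = unstimulated wells without agonist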
Target sequence (O00574 whole entry, looked up): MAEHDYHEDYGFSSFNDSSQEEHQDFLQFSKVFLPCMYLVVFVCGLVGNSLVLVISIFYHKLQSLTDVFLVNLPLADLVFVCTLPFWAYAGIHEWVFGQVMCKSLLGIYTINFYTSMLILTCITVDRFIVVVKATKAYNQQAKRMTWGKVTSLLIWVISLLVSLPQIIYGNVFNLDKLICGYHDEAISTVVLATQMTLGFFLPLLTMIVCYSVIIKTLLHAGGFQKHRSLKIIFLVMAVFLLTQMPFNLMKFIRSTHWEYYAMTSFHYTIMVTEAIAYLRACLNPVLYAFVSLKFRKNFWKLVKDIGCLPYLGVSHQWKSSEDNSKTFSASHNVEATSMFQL
* hit, by the source's call; . = no result given; & = joins results of further samples.

SMILES	EBI2 antag	APJ agonist	APJ antag	ATG4B inhibitor	UBC13 polyUb	CCR6 antag	Gli-Sufu block	CXCR6 block
O=C(COC(=O)c1cccnc1Nc1cccc(C(F)(F)F)c1)NCc1ccc2c(c1)OCO2	1	-6	3	9	4	8	2	-7
CCc1cc[n+](/C(C(=S)Nc2cccc(C)c2)=C(/[O-])c2ccc(C)c([N+](=O)[O-])c2)cc1	1	-2	22	4	-10	21	-73	12
Cc1cccc2c1OCC/C2=N\NC(=O)COc1ccccc1	2	0	-10	5	18	3	-33	-4
O=C(Nc1ccn(Cc2ccccc2F)n1)c1ccc(COc2cc(Cl)ccc2Cl)o1	9	0	-13	37	3	2	0	5
Cc1cc(NC(=O)COC(=O)c2cc([N+](=O)[O-])ccc2N2CCOCC2)ccc1Br	34	-6	1	3	-2	23	17	6
C#CCOCCOCCOCCNc1nc(N2CCN(C(=O)[C@H](Cc3cc4ccccc4[nH]3)n3cc([C@@H](N)C(C)CC)nn3)CC2)nc(N2CCN(C(=O)[C@H](CCCCN)n3cc([C@@H](N)CC(C)C)nn3)CC2)n1 (stereo partly specified)	.	5	1	22	98*	-20	-2	.
Nc1ccc(-c2nc3ccccc3o2)cc1	4	0	4	-9	9	-7	-55	-9
CC(=O)Nc1ccc(NC(=O)C(C)OC(=O)c2cc(S(=O)(=O)N(C)C)ccc2N2CCCC2)cc1 (stereo unspecified)	-5	3	-40	-11	-12	4	-2	-4
CCc1ccc(Nc2ncnc3nc[nH]c23)cc1	4	0	-20	28	-4	13	-91	-2
CCN1CCN(c2ccc(S(=O)(=O)N3CCOCC3)cc2NC(=O)C(C)Oc2ccc(Cl)cc2)CC1 (stereo unspecified)	0	1	4	-11	2	14	23	10
CN(C(=O)CN(CCO)CC(=O)N(C)C(C)(C)Cc1ccccc1)C(C)(C)Cc1ccccc1	11	-5	6	10	57*	13	0	11
COc1ccc(Cl)cc1NC(=O)c1cccc(-n2cnnn2)c1	-6	-4	21	-10	14	4	6	1
O=C1c2ccccc2C(=O)N1n1cccc1	-16	-3	19	-7	3	-3	0	6
CN=CC1=C(O)CC(C)(C)CC1=O	0	3	-12	7	-1	-3	-3	-4
O=C1NCCN1CCNS(=O)(=O)c1cc(C(F)(F)F)cc(C(F)(F)F)c1	1	8	9	3	-7	7	7	5
CCc1cccc(C)c1NC(=O)c1ccc(CN2CCc3ccccc3C2)cc1	8	-3	18	18	1	19	27	-7
COC(=O)C1C(=O)NCC1c1ccccc1 (stereo unspecified)	-17	-3	3	-2	5	4	-2	-7
O=C(CSc1nnc(-c2ccccn2)n1Cc1ccccc1)N1CCCC1	-1	0	11	-4	0	4	-2	1
Cc1c(NC(=O)Cn2ccc([N+](=O)[O-])n2)c(=O)n(-c2ccccc2)n1C	-5	0	22	-6	-2	-18	-8	-4
CCOc1ccc(NC(=O)CN(C)CC(=O)Nc2ccccc2SC)cc1OCC	-9	2	2	2	10	-4	-26	-2
COc1cccc(C2CC(c3cccs3)=NN2C(=O)CSc2nc3c(cnn3-c3ccc(F)cc3)c(=O)[nH]2)c1OC (stereo unspecified)	12	-4	4	8	-11	5	-12	5
Cc1cccc(C)c1C(=O)N[C@@H](Cc1ccccc1)C(=O)O	-12	-5	5	2	-3	7	-1	-3
CCOc1ccccc1CNC(=O)C1CCN(C(=O)c2sccc2-n2cccc2)CC1	5	-2	13	-10	1	-6	-6	-3
C=CCOC(=O)C1=C(C)NC(=O)NC1c1ccc(N(C)C)cc1 (stereo unspecified)	-2	2	1	2	-1	4	-12	3
CCOC(=O)N1CCN(C(=O)c2ccccc2N(Cc2ccccc2)S(=O)(=O)c2ccccc2)CC1	0	-1	4	3	8	3	19	-9

The last 5 compounds of the part before are carried over, then new ones follow.
SMILES	EBI2 antag	APJ agonist	APJ antag	ATG4B inhibitor	UBC13 polyUb	CCR6 antag	Gli-Sufu block	CXCR6 block
COc1cccc(C2CC(c3cccs3)=NN2C(=O)CSc2nc3c(cnn3-c3ccc(F)cc3)c(=O)[nH]2)c1OC (stereo unspecified)	12	-4	4	8	-11	5	-12	5
Cc1cccc(C)c1C(=O)N[C@@H](Cc1ccccc1)C(=O)O	-12	-5	5	2	-3	7	-1	-3
CCOc1ccccc1CNC(=O)C1CCN(C(=O)c2sccc2-n2cccc2)CC1	5	-2	13	-10	1	-6	-6	-3
C=CCOC(=O)C1=C(C)NC(=O)NC1c1ccc(N(C)C)cc1 (stereo unspecified)	-2	2	1	2	-1	4	-12	3
CCOC(=O)N1CCN(C(=O)c2ccccc2N(Cc2ccccc2)S(=O)(=O)c2ccccc2)CC1	0	-1	4	3	8	3	19	-9
CC(C)n1nnnc1SCC(=O)c1ccc2c(c1)OCCO2	-3	4	17	-1	-17	-3	-5	-6
CC(=O)Oc1ccc(-c2cccc(C(=O)NCCO)c2)cc1	0	0	9	-10	-14	-1	8	3
CCc1ccc(NC(=O)CSc2nc3ccsc3c(=O)n2CCCCCC(=O)O)cc1	-3	-1	-2	11	8	0	-14	-6
COc1cccc(NC(=O)CSc2nc3n[nH]c(C)c3c(=N)n2-c2cccc(OC)c2)c1	7	2	-7	-8	8	3	1	-5
COc1ccc(C(=O)Nc2ccccc2C(=O)NCC2CCCO2)cc1 (stereo unspecified)	2	-6	13	-4	0	22	-1	-4
Cc1cccc(OCC(=O)NNC(=O)c2cccs2)c1	-7	-2	2	-4	7	8	-1	10
CCOC(=O)/C=C/C(=O)OCC(=O)NCc1ccccc1	-8	-3	-16	-10	-1	2	-4	1
CC(=O)Nc1ccc(NC(=O)CN(C)CCC#N)cc1	-11	-3	3	-15	4	3	3	-6
Cc1nc2cc(NS(=O)(=O)c3ccccc3)ccc2n1C	-3	1	-2	-4	7	-4	2	-12
COc1cc2[nH]c(=S)nc(NCc3ccc(C)cc3)c2cc1OC	0	-1	-14	-4	-3	-1	12	-10
COc1ccc(CNC(=O)C(C)Sc2nc3ccccc3c(=O)n2CC2CCCO2)cc1 (stereo unspecified)	6	-1	3	-4	2	13	2	7
Cc1ccc(C(=O)OCC(=O)NCCc2ccccc2)cc1C	0	-3	13	3	-2	11	3	2
COCCN(CC(=O)Nc1cccc(C)c1C)C(=O)C1(c2ccccc2)CC1	0	0	-5	-9	8	0	0	2
OCC[C@H]1C[C@H](O)[C@@H](O)[C@]2(CCc3ccccc3O2)O1	-4	-2	-63	-6	6	2	1	0
O=C(Cc1cccc(F)c1)N1CCCC(CO)(Cc2ccc(F)cc2F)C1 (stereo unspecified)	7	1	13	9	1	15	22	14
CCCc1cc(C(=O)N2CCCC(C(=O)c3ccc(Cl)cc3)C2)n(C)n1 (stereo unspecified)	3	-2	13	36	-2	31	1	1
COc1cc2oc(=O)cc(-c3ccc(-c4ccc(C(F)(F)F)cc4)cc3)c2c(OC)c1OC	2	.	.	3	.	9	-5	16
O=C1NC(Cc2c[nH]c3ccccc23)C(=O)N1CCOc1ccc(F)cc1 (stereo unspecified)	8	-2	2	-10	7	4	-1	-2
Cc1cc(C)c(NC(=O)CN2CCN3CCCC3C2)c(C)c1 (stereo unspecified)	-16&-15	-3	-4	10&-8	-2	11&-9	-3&2	1&1
CCC1CCCCN1C(=O)CSc1nnc(CNC(=O)c2ccco2)o1 (stereo unspecified)	-12	-2	2	-10	1	-3	-2	1
CCOC(=O)C(O)C1CCc2c([nH]c3ccc(C)cc23)C1=O (stereo unspecified)	2	-2	6	-7	6	-1	10	0
CCc1ccc(NC(=O)C2(C)Cc3ccccc3C(=O)O2)cc1 (stereo unspecified)	2	-4	8	7	8	16	-15	9
C/C(N)=C(/C#N)C(=O)COC(=O)CNS(=O)(=O)c1ccc(C)cc1	-1	-1	-5	-7	-9	-7	-14	0
CCOC(=O)c1cc(C(=O)Nc2ccccc2F)nn1C	0	1	-5	-1	-1	8	-55	0
CC(NC(=O)c1ccc(F)cc1)c1nc2ccccc2n1Cc1ccccc1F (stereo unspecified)	9	-2	6	0	-6	-7	25	0

More results follow:
SMILES	EBI2 antag	APJ agonist	APJ antag	ATG4B inhibitor	UBC13 polyUb	CCR6 antag	Gli-Sufu block	CXCR6 block
COc1ccc(-n2c(C)c(C)c3c(NCCCO)ncnc32)cc1	-5	-3	-12	6	-3	16	6	0
NC(=O)CC(NC(=O)Cc1ccc(Br)cc1)c1ccc(N2CCN(c3ccccn3)CC2)c([N+](=O)[O-])c1 (stereo unspecified)	-7	3	18	-9	6	12	-2	2
CC(NC(=O)C1CCN(S(=O)(=O)N2CCC3(CC2)OCCO3)CC1)c1ccccc1 (stereo unspecified)	0	-3	11	-6	0	3	-11	15
CCOc1ccc(N=C2SC(C(=O)O)CC(=O)N2C)cc1 (stereo unspecified)	-5	-2	16	1	-12	-4	3	-10
O=C(Cc1ccc(F)cc1)Nc1c(C(=O)N2CCN(c3ncccn3)CC2)oc2ccccc12	-2	-1	-12	6	1	28	-4	14
CC1CC(C)CN(S(=O)(=O)c2ccc(NC(=O)CN3C(=O)NC(C)(c4ccccc4)C3=O)cc2)C1 (stereo unspecified)	-2	3	-7	-7	0	3	-10	-2
Cc1cccc(N2CC(=O)N(c3cccc(C)c3)CC2=O)c1	2	0	11	-6	-15	-3	-6	3
COc1ccc(-c2cc(C(F)(F)F)nc(NC3CCCC3)n2)cc1OC	13	-4	23	-3	10	-1	-1	0
O=C(COC(=O)Cc1ccc(Cl)cc1)NC1CCCC1	4	-1	16	-3	11	3	-3	-3
CCOc1ccc(-n2c(SCc3nc(-c4cccs4)no3)nnc2-c2ccncc2)cc1	19	-4	13	-7	1	13	0	4
COc1ccc(C=NNC(=S)NN=Cc2ccc(OC)c(OC)c2)cc1OC	-19	.	.	-13	.	2	-39	-10
Cc1ccc(/C=N/n2cnc3sc(C)c(C)c3c2=O)o1	9	-5	-6	1	-2	9	-8	2
COc1ccc(C(=O)NCCCNC(=O)c2cnccn2)cc1	0	-1	13	-1	4	1	-11	-1
O=C(NCCN1CCOCC1)c1cc2sccc2n1Cc1ccc(Cl)cc1	1	-3	-28	0	17	25	9	-1
O=C(CN1CCN(c2ccc(F)cc2)CC1)Nc1ccc(F)c(F)c1	-11	-2	8	-3	2	-2	4	-13
CC(C)C12CN3CC(C(C)C)(CN(C1)C3c1ccccc1O)C2=O (stereo unspecified)	-2	-7	1	-8	6	19	2	2
Cc1ccc(NS(=O)(=O)c2ccc3c(c2)CCC(=O)N3)cc1	-13&-3	-1	6	1	4	8	1	2&3
CC(=O)c1ccc(C#CC(C)(C)O)s1	0	2	13	2	-1	1	0	-7
O=C(Oc1cncc(Cl)c1)c1ccco1	-16	-2	6	-6	-5	-1	6	1
N#Cc1ccc(/C=C2\CCCCn3c2nc2cc(C(=O)O)ccc2c3=O)cc1	-8	-2	23	-9	1	6	-5	2
COc1ccc(NC(=O)N2CCN(c3nc(-c4cccc(OC)c4)cs3)CC2)cc1	29	2	-18	-7	2	-9	8	-5
O=[N+]([O-])c1cnn(-c2nc(-c3cccs3)cc(C(F)(F)F)n2)c1	9	-2	3	6	12	-2	20	5
CS(=O)(=O)N(CC(=O)N1CCN(c2cccc(Cl)c2)CC1)c1cccc(F)c1	13	0	0	-4	-2	13	11	4
CCCC(=O)NC(=S)Nc1ccc(NC(=O)c2cccs2)cc1	-18	-4	6	-12	4	-1	-7	-5
CCN(CC)S(=O)(=O)c1cc(NC(=O)CSc2nnc(-c3cccs3)o2)ccc1C	3	-3	8	6	2	13	-4	-6
Cc1ccc2[nH]c(=O)c(CN(C)S(=O)(=O)c3cccc4nonc34)cc2c1	4	5	-5	-5	1	16	-6	5
Cc1ccc(C)c(OC(=O)c2cccnc2)c1	7	-2	9	1	4	0	-11	-3
Cn1cc(-c2ccccc2)cc(C#N)c1=O	0	-2	-1	-6	14	-15	12	1
CN(C)c1cccc(C(=O)NNC(=O)C23CC4CC(CC(C4)C2)C3)c1	4	-1	6	2	6	12	-9	2
Cn1cc([N+](=O)[O-])c(C(=O)Nc2ccc(-c3nc4ccccc4o3)cc2)n1	-4	2	-25	-5	-7	5	.	-8

Bioassay records deposited in PubChem BioAssay by Sanford-Burnham Center for Chemical Genomics.
